Nrf2 block = Nrf2 qHTS screen for inhibitors; Potency, µM (doses to about 46 µM), for the others: at the top dose activity change, negative = inhibition, usual class: inhibitors; 2.1% of 360,000 active; A549 ARE-Fluc reporter, luciferase luminescence, 18-24 h; note: potency is the fitted concentration of half-maximal effect; % is set by controls: 0 for no effect and ±100 for the full control effect; nearly all actives have a fitted effect of over 60% in size
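Two sequential reads on A549 ARE_Fluc cells exposed to compound for 18-24 h: a CellTiter-Fluor fluorescence read for viability, then a luciferase luminescence read for Nrf2/ARE activity.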
HepG2 viability = qHTS for Inhibitors of TGF-b: Cytotox Counterscreen | 0.76% of 410,000 active | AID 588856, 2011 | Potency, µM (top dose mostly 46.1 µM), for inactives: at the top dose activity change, negative = cytotoxicity, usual class: cytotoxic | HepG2 CAGA-GFP viability, ATP luminescence, 18 h; note: potency is the fitted concentration of half-maximal effect; some results filed as inactive show a strong effect at the top dose
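CellTiter-Glo luminescence gave cytotoxicity after 18 hours at 37 degrees C. The cells were HepG2 CAGA-GFP in 1% FBS DMEM, stimulated with 500 pg/mL TGF-beta after compound addition. %Activity was normalised to no-cell wells (complete cell-killing) and DMSO (no toxicity), and curves were fitted and classified.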
Mm-Cpn inhibitor = Inhibitors of TCP-1 ring complex (TRiC) of Methanococcus maripaludis (MmCpn): qHTS | 0.031% of 330,000 active | Chaperonin Mm-Cpn (Methanococcus maripaludis) | Potency, µM (highest dose often 76.9 µM), for inactives: top-dose activity, negative = inhibition, hits mostly inhibitors | purified Mm-Cpn ATPase, ADP Transcreener TR-FRET; note: potency is the fitted concentration of half-maximal effect; % is set by controls: 0 for no effect and ±100 for the full control effect; nearly all actives have a fitted effect of over 80% in size
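ATP (10 uM final) was added to archaeal chaperonin (25 nM final) after 10 min exposure to test compound at 37°C; after 30 min further incubation, ADP was detected by competitive TR-FRET.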
S2 tox = Viability Counterscreen for Primary qHTS for Inhibitors of ATXN expression; S2 cells (HEK-293 line with an ATXN2-luciferase reporter) viability, CellTiter-Fluor protease fluorescence, 24 h; Potency, µM (titrated, usually from 56.7 µM), hits mostly cytotoxic; 0.49% of 400,000 active; AID 651635, 2014; note: potency is the fitted concentration of half-maximal effect; nearly all actives have a fitted effect of over 40% in size
TGFb SMAD3 inh = qHTS for Inhibitors of TGF-b | HepG2 CAGA-GFP TGF-b/SMAD3 reporter, GFP fluorescence, 18 h; TGF-beta stimulated, 500 pg/mL final | Potency, µM (top dose mostly 46.1 µM), without a hit: top-dose activity, negative = inhibition, actives largely listed as inhibitors | 1.2% of 410,000 active | AID 588855, 2011; note: potency is the fitted concentration of half-maximal effect; % is set by controls: 0 for no effect and ±100 for the full control effect; nearly all actives have a fitted effect of over 65% in size
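HEPG2 CAGA-GFP reporter cells (1000/well, DMEM with 1% FBS) received compounds, then recombinant TGF-beta at 500 pg/mL final for 18 hours at 37 degrees C. Per-cell GFP summed per well was normalised to unstimulated and stimulated DMSO controls before curve fitting.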
A549 viability = Nrf2 qHTS screen for inhibitors: counterscreen for cytotoxicity; 0.16% of 390,000 active; A549 ARE-Fluc cells, CellTiter-Fluor viability, 18-24 h; Potency, µM (highest dose often 46 µM), inactives show at the highest dose activity change, negative = cytotoxicity, most hits filed as inhibitors; AID 504648, 2011; note: potency is the fitted concentration of half-maximal effect; % is set by controls: 0 for no effect and ±100 for the full control effect
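A549 ARE-Fluc cells in 5% FBS OPTI-MEM, 5000 cells/well, rested 2 h then exposed to compounds in concentration-response for 18-24 h at 37 °C. Viability by CellTiter-Fluor fluorescence (Ex 405/Em 525) after 30 min; luciferase luminescence (BugLite, 15 min, RT) read afterwards.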
Nrf2 ARE act = qHTS of Nrf2 Activators. AREc32 ARE-luciferase reporter (MCF7-derived line), luminescence, 24 h. Potency, µM (highest dose often 46.1 µM), for inactives: top-dose activation, usual class: activators. 0.31% of 410,000 active. AID 624171, 2012; note: potency is the fitted concentration of half-maximal effect; % of control where 0% means no effect; nearly all actives have a fitted effect of over 65% in size
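Luciferase luminescence (Steady-Glo, 30 min at room temperature) served as the read-out of ARE activation in AREc32 cells treated with compounds for 24 hr at 37 deg C.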
Akt phos inh = HTS Assay for Inhibitors of Akt Phophorylation: Primary Screen. Neuro2A IGF-stimulated pAkt S473 HTRF, 20 min; active compounds read low. AID 651550, 2012. activity change, % for hits at 50 µM. 0.32% of 360,000 active; in the data active = activity change below about -80%; inconclusive = mostly about -51% to -80%; note: % is set by controls: 0 for no effect and ±100 for the full control effect
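Neuro2A cells (4,500/well, DMEM with 0.5% FBS) were treated with compound at a single 50 µM final concentration, stimulated with 6 nM IGF for 20 min at 37 °C, and lysed. Phospho-Akt Ser473 was read by HTRF as 665/615 ratio ×10^4.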
CCT modulator = High-Throughput Screening for Modulators of Cytosolic Chaperonin Activity. purified chaperonin ATPase assay, HTRF ADP detection, 30 min. activity change, % (no concentration beside the values), hits read low. 0.3% of 360,000 active. AID 651819, 2012; in the data active = activity change below about -30%; note: % is set by controls: 0 for no effect and ±100 for the full control effect
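TRiC at 40 or 20 nM final (batch-dependent) in 30 mM Tris pH 7.4, 100 mM KCl, 5 mM MgCl2, 1 mM DTT, with compound at single 76 uM and 10 uM ATP, 30 min at 37 deg C. ADP detected by HTRF Transcreener, 665/615 ratio.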
* = called active by the depositor; i = inactive; ? = inconclusive; · = no result given; & = joins results of further samples; [ ] = another dose, or the depositor's remark. Unless noted, calls come from the whole dose curve; as a rule, active = well fitted curve in the direction sought with a large enough effect; inconclusive = small, poorly fitted or top-dose-only effect, or another doubt; inactive = no such curve, though single readings can be large; an effect the other way counts as inactive or inconclusive. Outcome played no part in choosing rows; overall some 4.4% were active at least once.

structure,Nrf2 block,HepG2 viability,Mm-Cpn inhibitor,S2 tox,TGFb SMAD3 inh,A549 viability,Nrf2 ARE act,Akt phos inh,CCT modulator
Cc1ccc(C)c(N2CCN(S(=O)(=O)c3ccc(C4CCCCC4)cc3)CC2)c1,3%,-16%,·,?,-6%,-5%,-1.0%,·,·
CCOc1ccc(N=C(/C(C(=O)C(=O)N2CCOCC2)=C(\O)c2ccccc2)c2ccccc2)cc1,?,7%,0%,?,0%,2%,0.0%[9.22 µM],i,0.5
CC(NC(=O)c1ccccc1Cl)NC(=O)c1ccccc1Cl,16%,-3%,-2%,i,5%,9%,-0.4%,i,2.3
OCCCc1nc2ccccc2n1CCc1ccccc1,1%,4%,2%,?,-12%,-4%,0.3%,i,-2.2
CCC1=Nc2cc(C(=O)N3CCC(C)CC3)ccc2Sc2ccc(C)cc21,18µM*,-23%,·,·,?,?,3.7%,·,·
CN(C)C(=O)CSc1ccccc1C(=O)OCC(=O)NC1CC1,4%,0%,1%,i,7%,6%,-0.3%,i,-0.8
Cc1ccc(-n2c(=O)cc(NCc3cccnc3)[nH]c2=O)cc1,-4%,6%,-1%,i,9%,-5%,0.3%,i,0.4
Cc1ccc(S(=O)(=O)N(CC(=O)NCc2cccnc2)c2ccc(F)cc2)cc1,5%,-22%,1%,i,3%,19%,-0.2%,i,-1.0
COCCNC(=O)c1ccccc1NC(=O)CCSc1ccccc1,-2%,-79%,-3%,i,-11%,15%,0.3%,i,-2.7
Cc1cc(C)cc(NC(=O)N2CCN(C/C=C/c3ccccc3)CC2)c1,26%,-10%,-1%,i,-10%,-7%,6.1%,i,1.2
COc1cc(C)nc(Oc2ccc(=O)[nH]n2)n1,·,-10%,0%,i,?,6%,-0.8%,i,-1.3
FC(F)(F)c1cccc(-n2cc(-c3ccccc3)[nH]c2=S)c1,-9%,-21%,1%,i,-1%,1%,5.8%,i,0.8
O=C(OCC(=O)c1ccc(S(=O)(=O)N2CCCC2)cc1)C1=COCCO1,6%,8%,0%,i,2%,10%,-0.7%,i,-1.2
CCOC(=O)c1c(C)n(-c2ccc(C)cc2)c2ccc(OCC(O)CNCCCO)cc12 (stereo not drawn),-10%,-80%,?,?,?,1%,-1.9%,i,-3.6
O=C(c1ccc2ccccc2c1)C1CCCN(S(=O)(=O)c2cccnc2)C1 (stereo not drawn),21µM*,-28%,3%,i,-17%,-13%,5.6%,i,-5.2
O=C(NCc1nc2ccccc2[nH]1)C1=C[C@H](c2ccc(C(F)(F)F)cc2)C[C@H](OCCCCO)O1,5%,-62%,·,i,?,-2%,7.4%,i,-1.0
O=C(CCC(=O)c1ccccc1)NCc1ccccc1,6%,0%,2%,i,7%,0%,-0.8%,i,-2.1
Cc1cccc(-c2nn(-c3ccccc3)cc2C(=O)NCC(c2cccs2)N2CCOCC2)c1 (stereo not drawn),-6%,-7%,0%,?,-16%,0%,3.7%,i,1.2
O=C(C[n+]1cn(C(F)F)c2ccccc21)c1ccc(Br)cc1,2%,-1%,-9%,i,-1%,2%,0.5%,i,-0.9
COC(=O)NCC(c1ccc2c(c1)OCO2)N1CCN(c2ccc(OC)cc2)CC1 (stereo not drawn),?,-14%,0%,i,-13%,-1%,-0.3%,·,1.2
COc1ccc(NC(=O)CCCCCN2C(=O)[C@@H]3Cc4ccccc4CN3C2=O)cc1Cl,?,-6%,0%,i,?,1%,-1.4%,i,0.5
FC(F)Oc1ccccc1NC(=S)NCc1ccco1,14%,-1%,-1%,i,-9%,-5%,-0.1%,i,1.3
Cc1ccc(C)c(NC(=O)CN(C)C(=O)CN2C(=O)C3CCCCC3C2=O)c1 (stereo not drawn),11%,5%,-1%,i,-1%,0%,-0.9%,i,1.3
COc1ccc(NC(=O)Cn2nc(-c3ccccc3)c3cnc4ccc(C)cc4c32)cc1,28%,-2%,·,i,-1%,3%,2.3%,·,·
NC(=O)c1sc2nnc(-c3ccccc3)c(-c3ccccc3)c2c1N,?,-2%,0%,·,-21%,-2%,-2.0%,i,-2.2
NC(=O)C1CCN(c2nc(-c3ccc(Br)cc3)cs2)CC1,?,-16%&17%,2%&-8%&0%,i,-22%&17%,-2%&-6%,2.6%,i,0.6
COc1ccc(NC(=O)Cn2c3ccccc3c3nc4n(c(=O)c32)CCS4)cc1OC,4%,-2%,-2%,?,0%,10%,-0.7%,·,-3.6
COc1ccc(CCC(=O)NC(C)C)cc1,1%,-15%,3%,i,-8%,3%,-0.1%,i,-0.7
COc1ccccc1CNC(=O)Cn1c(=O)oc2cc(S(=O)(=O)NCc3ccccc3)ccc21,·,-18%,·,·,-18%,4%,-0.6%,·,·
CC(=O)Nc1cccc(C(=O)NC(C)c2ccc(S(N)(=O)=O)cc2)c1 (stereo not drawn),1%,4%,1%,i,0%,1%,0.5%,i,-1.5

Two of the compounds above, field by field:
NC(=O)c1sc2nnc(-c3ccccc3)c(-c3ccccc3)c2c1N
  Nrf2 block: ?
  HepG2 viability: -2%
  Mm-Cpn inhibitor: 0%
  S2 tox: ·
  TGFb SMAD3 inh: -21%
  A549 viability: -2%
  Nrf2 ARE act: -2.0%
  Akt phos inh: i
  CCT modulator: -2.2

NC(=O)C1CCN(c2nc(-c3ccc(Br)cc3)cs2)CC1
  Nrf2 block: ?
  HepG2 viability: -16%&17%
  Mm-Cpn inhibitor: 2%&-8%&0%
  S2 tox: i
  TGFb SMAD3 inh: -22%&17%
  A549 viability: -2%&-6%
  Nrf2 ARE act: 2.6%
  Akt phos inh: i
  CCT modulator: 0.6

(cont.)
structure,Nrf2 block,HepG2 viability,Mm-Cpn inhibitor,S2 tox,TGFb SMAD3 inh,A549 viability,Nrf2 ARE act,Akt phos inh,CCT modulator
CCn1cc(CNC(=O)C2C3CCC(C3)C2C(=O)O)cn1 (stereo not drawn),-16%,-8%,-1%,i,-6%,-9%,-0.1%,i,-0.4
Cc1nc2ccccn2c1C(=O)N/N=C/c1ccccc1,9%,-28%,-1%,i,-3%,1%,2.8%,i,-3.3
CC(C)(C)n1nnnc1C(c1cccs1)N(Cc1cccnc1)Cc1ccccc1Cl (stereo not drawn),?,-32%,3%,?,18µM*,?,2.3%,i,0.3
Cc1ccc(C)c(-n2c(N)c(C(N)=O)sc2=S)c1,6%,1%,2%,i,2%,1%,2.1%,i,2.7
O=C(O)c1cc(N2C(=O)C3C4C=CC(C4)C3C2=O)ccc1N1CCOCC1 (stereo not drawn),0%,1%,5%,i,20%,0%,0.3%,i,0.4
COc1cccc(N2[C@@H](CC(=O)O)c3ccccc3S2(=O)=O)c1,1%,-10%&0%,·,i,?,3%,-0.2%,i,-0.6
CCOc1ccccc1N1CC(C(=O)Nc2ccc(S(=O)(=O)N3CCCCC3)cc2)CC1=O (stereo not drawn),?,2%,0%,i,6%,6%,0.1%,i,1.3
CCC(=O)c1c[nH]c(C(=O)NCCCN2CCOCC2)c1,·,-33%,0%,i,2%,-4%,6.1%,i,2.0
CCOC(=O)N1CCN(S(=O)(=O)c2ccc(C(=O)N(CCCN(C)C)c3nc4ccc(Cl)cc4s3)cc2)CC1,-21%,11µM*,-1%,?,?,-8%,4.1%,i,-0.5
Cc1cc(C(=O)NC2CCC(C)CC2)c(C)o1 (stereo not drawn),?,-2%,1%,i,-1%,-3%,0.0%,i,-0.4
Cc1ccc2cc(CN(CCN3CCOCC3)Cc3nnnn3Cc3ccco3)c(=O)[nH]c2c1C,12%,-4%,-1%,i,-3%,1%,-0.6%,i,-2.5
Cc1cccn2c(=O)c3cc(C(=O)N4CCCC(C)C4)sc3nc12 (stereo not drawn),?,5%,-2%,i,-4%,-6%,10%,i,0.8
Cc1ccc(NC(=O)CN2C(=O)N/C(=C/c3ccc(C)s3)C2=O)cc1,11%,-17%,-4%,i,29%,-12%,0.0%,i,-8.6
CC1=C(CC(=O)O)c2cc(F)ccc2C1=Cc1ccc(S(C)(=O)=O)cc1,1%,-19%,1%,i,2%,-4%,0.0%,i,-1.0
C1CC1Cc1noc(CN2CCN(C3C4CC5CC(C4)CC3C5)CC2)n1 (stereo not drawn),8%,4%,0%,i,3%,0%,-1.6%,i,-0.6
O=C1CSC(c2ccccc2[N+](=O)[O-])N1c1cccc(F)c1 (stereo not drawn),-13%,6%,-11%,i,-14%,-6%,-0.3%,i,-0.7
COc1ccccc1C(=O)NNC(=O)CCCN1C(=O)/C(=C/c2cccs2)SC1=S,1%,5%,0%,?,2%,?,4.8%[9.22 µM],i,1.0
Cc1ccc2cc(NC(=O)Cc3ccccc3)ccc2n1,?,-6%,0%,i,18%,0%,0.0%,i,1.0
O=C1CCN(CC2CCCCC2)C=C1C(=O)c1ccccc1,?,0%,·,i,1%,0%,0.7%,i,-0.3
COC(=O)C(C)Sc1ccc2nnc(-c3cccc(F)c3)n2n1 (stereo not drawn),0%,-7%&-9%,-3%,i,-3%&5%,-3%,0.2%,i,-1.1
CC(C)(C)OC(=O)N1CCC(c2c(C(=O)NCc3ccccc3)cnn2-c2ccccc2)CC1,-20%,13%,·,·,-14%,-2%,-0.6%,·,·
CC1(c2ccccc2)NC(=O)N(CC(=O)NCCC2=CCCCC2)C1=O (stereo not drawn),6%,-30%,-1%,i,-1%,-2%,-0.4%,i,-3.5
COC(=O)c1ccc(C(=O)NC(=S)Nc2nc3c(s2)CCCC3)cc1,22%,-6%,1%,i,?,14%,8.6%,i,-3.3
O=[N+]([O-])c1cccnc1Oc1ccc(OCc2ccccc2)cc1,6%,-80%,-1%,i,-17%,-10%,1.5%,i,-1.9

From PubChem
